Source: PubChem (Broad Institute)
EWS-Fli block = inhibitors of EWS/Fli oncoprotein transcriptional activity | A673 NR0B1-luciferase reporter, viability-normalised | inhibition, % at 12.6 µM | 350,000 tested, 0.67% active | AID 651661;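 active means mean inhibition of at least 50% after viability correction, with every replicate also passing that limit; inconclusive means mean reaches 50% but only one of two replicates passes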;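 further: firefly luciferase signal divided by Alamar Blue viability fluorescence both relative to DMSO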
DENV2 CPE = DENV2-induced cell death inhibition; DENV2-infected cells, cytopathic effect rescue, plate reader; CPE inhibition, % at 9.99 µM; 350,000 tested, 1.7% active; AID 651640; in the data active means CPE inhibition above about 20%, passing the limit was not always enough; inconclusive means no clear call, values can overlap the other calls; tested in BHK-21 cells;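 further: 0% = median of neutral control wells and 100% = median of positive control wells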
ERp5 inh = blocks human ERp5 reductase activity on insulin; Q15084; ERp5 insulin aggregation, absorbance 650 nm, 90 min; inhibition, % at 9.99 µM; 350,000 tested, 0.05% active; AID 651711;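 active means mean replicate inhibition above about 25%, with every replicate also reaching it, limit read from the data, passing the limit was not always enough; inconclusive means only one of those two criteria met; inactive means neither criterion met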
Target sequence (Q15084 whole entry, looked up): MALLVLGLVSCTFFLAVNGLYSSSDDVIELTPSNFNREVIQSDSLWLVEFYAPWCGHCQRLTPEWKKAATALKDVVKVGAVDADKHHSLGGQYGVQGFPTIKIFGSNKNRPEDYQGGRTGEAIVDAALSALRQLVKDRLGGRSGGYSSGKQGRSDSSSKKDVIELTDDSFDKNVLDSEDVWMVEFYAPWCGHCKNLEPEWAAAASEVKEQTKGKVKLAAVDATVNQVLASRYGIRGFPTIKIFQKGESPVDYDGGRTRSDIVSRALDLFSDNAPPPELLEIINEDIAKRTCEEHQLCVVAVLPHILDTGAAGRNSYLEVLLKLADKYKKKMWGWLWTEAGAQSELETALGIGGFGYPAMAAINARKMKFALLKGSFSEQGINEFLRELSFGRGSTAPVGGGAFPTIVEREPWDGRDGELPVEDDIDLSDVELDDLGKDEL
PAX8 inh HTS = lowers PAX8-driven luciferase in RMG-I cells | RMG-I TPO-luciferase reporter, SteadyGlo, 24 h | inhibition, % at 12.6 µM | 360,000 tested, 1.2% active;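 active means mean replicate inhibition at least 60% with every replicate also reaching 60%; inconclusive means only one of the two criteria is met; inactive means mean below 60% and not all replicates reaching 60%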;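 further: luciferase light reporting Pax8 driven TPO promoter activity; plate controls were median of neutral control wells for no effect and mitoxantrone controls for full effect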
F508del corr = CFTR F508del correction in bronchial cells. CFBE cells, YFP halide quenching; stimulated with forskolin plus potentiator P3; % fluorescence drop versus neutral controls. activity (quench increase), % at 7.58 µM. 350,000 tested, 0.36% active. AID 720511;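 active means mean added fluorescence quench of at least 8% versus neutral control, with both replicates also reaching 8%; inconclusive means only one of the mean or replicate conditions met; inactive means mean below 8% and not both replicates reaching 8%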;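 further: cells transiently co-express mutant CFTR-F508del with the halide-sensitive YFP; corrector assay measuring rescue of mutant channel to the surface after 24 h compound exposure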
ARNT-TACC3 inh = disruptors of human ARNT/TACC3 interaction; inhibition, % at 9.99 µM; Q9Y6A5; AID 623870; 390,000 tested, 0.66% active; AlphaScreen His-ARNT PAS-B/GST-TACC3 binding, luminescence; TACC3 fragment carries E629A point mutation;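 active means mean inhibition of replicates at least 50% and at least half of replicates each reaching 50%; inconclusive means half or more replicates reach 50% but mean below 50%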;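 further: 0% = complete ARNT plus TACC3 wells and 100% = ARNT alone without TACC3; many hits fall short of the cut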
Xi reactivation = X-chromosome reactivation activator | 360,000 tested, 0.055% active | XiGFP mouse fibroblasts, % GFP-positive cells imaging, 3 d; cells co-treated with 5-aza-dC sensitizer; scaled so ellipticine positive control = 100% | activation, % at 7.58 µM;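 active means mean normalized replicate activation at least 10% and every replicate at or above 10%; inconclusive means only one of the two criteria met; inactive means mean below 10% and not all replicates reach 10%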;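 further: 0% = median of on-plate neutral control wells and 100% = ellipticine 6 µM median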
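System: 68-5-11 XiGFP fibroblast line | Buffer or medium: DMEM containing 5-aza-dC | Compound: Single point | Times: Compounds 3 days, fix/stain 15 min at room temperature | Benchmarks: Positive control ellipticine, 6 µM final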
GSIS activator = GLuc luminescence reporter in INS-1E cells, primary screen for activators of glucose-dependent secretion of insulin. 370,000 tested, 0.61% active. INS-1E GLuc reporter insulin secretion, 2-3 h. activation, % at 16.6 µM. AID 743287;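 active means lowest replicate activation of at least 40%, so every replicate reaches that level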;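 further: 0% = median of neutral control wells and 100% = median of IBMX positive control wells; some compounds called inactive have numbers as strong as hits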
An asterisk follows results filed as active; ? = inconclusive; · = not tested or not shown; & = joins results of further samples.

Preview:
structure	EWS-Fli block	PAX8 inh HTS	F508del corr	ARNT-TACC3 inh	DENV2 CPE	ERp5 inh	GSIS activator	Xi reactivation
O=C(NCC1CC1)[C@@H]1[C@@H](CO)[C@@H]2Cn3c(cccc3=O)[C@@H]2N1Cc1cncnc1	-11	·	·	-1	18	1	0	-0.1
COc1cccc(S(=O)(=O)N2C[C@@H](O)COC[C@H]3O[C@H](CC(=O)N4CCN(c5ccccc5)CC4)CC[C@@H]32)c1	3	-2	2.1	6	1	2	6	0.2
CCOc1ccc(OCC(=O)Nc2ccc(N3CCCCC3)cc2)cc1	9	7	0.3	0	1	11	12	0.3
Cc1ccc(S(=O)(=O)Nc2ccc3c(c2)C(=O)N([C@H](C)CO)C[C@H](C)[C@H](CN(C)S(=O)(=O)c2ccc(Cl)cc2)O3)cc1	5	1	4.7	·	-7	21	-4	0.1

The whole of this part, previewed entries included:
structure	EWS-Fli block	PAX8 inh HTS	F508del corr	ARNT-TACC3 inh	DENV2 CPE	ERp5 inh	GSIS activator	Xi reactivation
O=C(NCC1CC1)[C@@H]1[C@@H](CO)[C@@H]2Cn3c(cccc3=O)[C@@H]2N1Cc1cncnc1	-11	·	·	-1	18	1	0	-0.1
COc1cccc(S(=O)(=O)N2C[C@@H](O)COC[C@H]3O[C@H](CC(=O)N4CCN(c5ccccc5)CC4)CC[C@@H]32)c1	3	-2	2.1	6	1	2	6	0.2
CCOc1ccc(OCC(=O)Nc2ccc(N3CCCCC3)cc2)cc1	9	7	0.3	0	1	11	12	0.3
Cc1ccc(S(=O)(=O)Nc2ccc3c(c2)C(=O)N([C@H](C)CO)C[C@H](C)[C@H](CN(C)S(=O)(=O)c2ccc(Cl)cc2)O3)cc1	5	1	4.7	·	-7	21	-4	0.1
COC(=O)CC(=O)O[C@H]1C=C[C@@H](NC(=O)OC(C)(C)C)C1	-3	-10	-4.6	-3	-2	-2	22	-0.1
COC(=O)C[C@@H]1CC[C@@H]2[C@@H](COc3ccc(NC(=O)c4cccc(F)c4)cc3C(=O)N2C)O1	16	-3	0.7	6	-5	-2	-5	0.1
Cc1ccc(C(=O)NCC(=O)NCc2cc(=O)n(C)c(=O)n2C)cc1	·	3	2.0	-2	-7	-2	23	0.0
COCCNC(=O)C[C@H]1C=C[C@@H](NC(=O)NC2CCCCC2)[C@H](CO)O1	-7	-1	0.4	2	-4	-1	38	-0.6

structure	EWS-Fli block	PAX8 inh HTS	F508del corr	ARNT-TACC3 inh	DENV2 CPE	ERp5 inh	GSIS activator	Xi reactivation
CSc1ccc(/C=N/NC(=O)c2cccc(Cl)c2)cc1	-57	-176	·	-5	3	4	6	0.7
O=C(CCNC(=O)c1ccc(Br)cc1)NCCCN1CCOCC1	-5	11	-4.3	-8	?	5	-5	0.1
Cc1ccc(NC(=O)CNC(=O)COc2ccccc2)nc1	-7	14	-1.6	2	3	4	14	0.0
Cc1cc(C)c(C(=O)COC(=O)CN2C(=O)NC3(CCCC3)C2=O)cc1C	7	6	-5.1	0	5	-4	·	0.0
Cc1cc(-c2csc(NC(=O)c3ccc(=O)[nH]c3)n2)c(C)n1Cc1ccccc1	6	13	-2.4	-12	6	4	13	0.2
CO[C@@H]1CN(C)C(=O)c2cc(NS(=O)(=O)c3cn(C)cn3)ccc2OC[C@H](C)N(Cc2cccc(F)c2)C[C@@H]1C	11	-7	1.0	2	-8	12	9	0.3
Cc1noc(C)c1-c1ccc(C(=O)Nc2cccc(C(F)(F)F)c2)c2occc12	-41	-38	6.1	·	-12	1	-17	0.1
Cc1onc(-c2ccccc2Cl)c1C(=O)NNC(=O)c1cccc(F)c1	0	-1	0.1	-11	4	-2	2	3.1

structure	EWS-Fli block	PAX8 inh HTS	F508del corr	ARNT-TACC3 inh	DENV2 CPE	ERp5 inh	GSIS activator	Xi reactivation
COc1ccc(NC(=O)Nc2ccc3c(c2)C(=O)N([C@@H](C)CO)C[C@@H](C)[C@@H](CN(C)S(=O)(=O)c2ccc(C)cc2)OCCCC[C@H](C)O3)cc1	-2	-20	-0.2	-16	-2	-5	12	-0.5
NNC(=S)Nc1c(Br)cc(F)cc1Br	2	-7	-3.8	-4	3	2	-3	-0.1
C[C@@H]1CN([C@@H](C)CO)S(=O)(=O)c2ccc(C#CC(C)(C)O)cc2O[C@H]1CN(C)C	-7	·	0.3	1	2	6	19	0.4
CC(C)(C)NC(=O)C(c1cc2ccccc2o1)n1c(=O)c(-c2ccco2)nc2ccccc21 (stereo not drawn)	-76	-66	1.3	·	?	-3	-19	0.0
O=C(Nc1ccc2c(c1)CCC2)c1cc(S(=O)(=O)Nc2ccc(F)cc2)c(Cl)cc1Cl	-4	20	-2.2	1	·	-4	·	0.0
O=C(Nc1ccccc1)c1cccc(Cn2cc(C(F)(F)F)ccc2=O)c1	7	12	-0.7	5	-6	5	-11	0.1
CNC(=S)N/N=C(\C)c1ccc(C(C)(C)C)cc1	·	5	·	0	·	·	7	-0.1
O=C(C[C@H]1CC[C@@H]2[C@H](COC[C@H](O)CN2CCC(F)(F)F)O1)NCc1ccc2c(c1)OCO2	10	-14	2.8	5	7	-3	15	0.2

structure	EWS-Fli block	PAX8 inh HTS	F508del corr	ARNT-TACC3 inh	DENV2 CPE	ERp5 inh	GSIS activator	Xi reactivation
C[C@@H]1CN([C@H](C)CO)S(=O)(=O)c2ccc(/C=C/c3ccccc3)cc2O[C@H]1CN(C)Cc1ccc(C(=O)O)cc1	-53	·	-0.6	5	1	-7	8	-0.7
COc1cccc(C(=O)N2C(C(C)C)COc3cc(Br)ccc3S2(=O)=O)c1 (stereo not drawn)	-4	10	1.3	·	12	-8	·	0.3
O=S(=O)(c1cccc(F)c1)N1[C@@H]2CNC[C@H]1C2c1ccc(-c2cccc(F)c2)cc1 (stereo partly drawn)	·	·	-2.4&0.3	·	-14&17	-2&-4	7&-14	0.0&0.5
COc1cc(S(=O)(=O)N2CCn3cccc3C2C)ccc1NC(C)=O (stereo not drawn)	-8	0	-2.9	·	5	-11	4	0.5
O=C(CSc1nnc(CNC(=O)c2ccco2)o1)Nc1ccccc1F	·	1	0.7	-4	-1	1	5	0.0
Cc1nn(Cc2cccc(C(=O)NN)c2)c(C)c1Cl	17	19	0.5	-3	-2	-4	-1	0.0
Nc1ncnc2c1ncn2[C@@H]1O[C@H](CNC(=O)OC[C@@H](N)Cc2ccccc2)[C@@H](O)[C@H]1O	3	7	-0.4	·	0	3	2	0.2
CCC(=O)N1[C@@H](CO)[C@@H](c2ccccc2)C12CN(C(=O)c1ccc(F)cc1)C2	9	-11	2.0	·	7	2	9	0.0

structure	EWS-Fli block	PAX8 inh HTS	F508del corr	ARNT-TACC3 inh	DENV2 CPE	ERp5 inh	GSIS activator	Xi reactivation
Cc1ccccc1NS(=O)(=O)c1ccc(C)c(C(=O)N2CCOCC2)c1	·	8	0.2	0	-10	1	-1	0.1
Cc1noc(C)c1NC(=O)N(C)C[C@H]1Oc2ccc(NC(=O)CCC(F)(F)F)cc2CC(=O)N([C@H](C)CO)C[C@H]1C	2	-7	2.6	-6	1	-1	6	-0.9
Cc1cc(=O)oc2cc(OCC(=O)NCCN3CCOCC3)c(Cl)cc12	·	4	-1.5	0	4	2	2	0.1
Cc1c(N=Cc2cc3c(cc2[N+](=O)[O-])OCO3)cccc1[N+](=O)[O-]	3	11	-0.9	9	1	8	·	0.0
C[C@H]1CN([C@@H](C)CO)C(=O)c2cc(NC(=O)CCCCCC(=O)Nc3ccccc3N)ccc2O[C@@H]1CN(C)S(=O)(=O)c1cn(C)cn1	-7	12	-2.1	·	-13	-9	0	0.4
CCCC(NS(=O)(=O)c1ccc(-c2ccc(=O)[nH]n2)s1)c1cccs1 (stereo not drawn)	·	-21	0.3	1	-5	0	9	0.0
Cc1cc(/C=C2\Sc3ccccc3N2C)cc(C)[n+]1CC1CCCO1 (stereo not drawn)	47	78*	2.0	0	-7	0	-24	?
CCC(c1nnnn1C1CCCC1)N1CCN(c2cccc(OC)c2)CC1 (stereo not drawn)	11	2	·	·	0	-2	5	0.0

structure	EWS-Fli block	PAX8 inh HTS	F508del corr	ARNT-TACC3 inh	DENV2 CPE	ERp5 inh	GSIS activator	Xi reactivation
Cc1cc(C)n(CCCNC(=O)CN(C)S(=O)(=O)c2ccc(Cl)cc2)n1	3	1	-0.6	-2	3	0	2	0.0
COc1ccc(NC(=O)C2CCCN2S(=O)(=O)c2ccc3c(c2)C(C)(C)C(=O)N3C)cc1 (stereo not drawn)	4	-4	-0.5	·	3	0	0	0.0
CO[C@H]1CN(C)C(=O)c2cc(NC(=O)Nc3c(C)noc3C)ccc2OC[C@H](C)NC[C@@H]1C	-3	-14	2.1	2	1	2	5	0.2
CC(C)NC(=O)Nc1ccc2c(c1)CC(=O)N([C@H](C)CO)C[C@@H](C)[C@@H](CN(C)C(=O)NC(C)C)O2	1	-6	-0.7	-1	?	-4	2	0.0
O=C(COC(=O)/C=C/c1ccc([N+](=O)[O-])cc1)NC(c1ccccc1)c1ccccc1	7	8	·	-2	-2	10	·	0.0
COc1cccc(NC(=O)C(Sc2nnc(-c3ccncc3)n2-c2ccc(Cl)cc2)c2ccccc2)c1 (stereo not drawn)	14	18	·	-5	10	-4	·	-0.1
Cc1ccnc(NS(=O)(=O)c2ccc(NC(=O)c3ccccc3F)cc2)n1	-2	-17	-1.6	-17	-3	-1	3	0.0
COCCNC(=O)[C@@H]1[C@@H](CO)[C@@H]2Cn3c(cccc3=O)[C@H]1N2Cc1cccc(Cl)c1	-8	·	·	1	-2	0	1	0.2

structure	EWS-Fli block	PAX8 inh HTS	F508del corr	ARNT-TACC3 inh	DENV2 CPE	ERp5 inh	GSIS activator	Xi reactivation
Cc1ccc(-c2cc(C(=O)Nc3ccc(S(=O)(=O)Nc4ncccn4)cc3)c3ccccc3n2)cc1	-1	-6	·	-3	·	·	-2	0.4
CC1(C)Oc2ccc(C(=O)NNC(=O)Nc3ccccc3)cc2NC1=O	-4	6	0.2	9	11	1	8	0.0
C[C@H]1CN([C@@H](C)CO)C(=O)c2cccc(NC(=O)Nc3ccc(C(F)(F)F)cc3)c2O[C@@H]1CN(C)C(=O)NC1CCCCC1	4	3	2.4	0	10	-2	-6	-0.8
Cc1cc(/C=C2\C(=O)NN(c3ccccc3)C2=O)c(C)n1-c1ccccc1O	-126	-119	-2.7	-5	2	2	18	3.6
CC(=O)Oc1ccccc1Cn1c(C)c(C(=O)N(C)Cc2ccc(F)cc2)sc1=O	1	9	3.1	·	-3	-5	-3	0.1
